HT1080 IDH1KD tx = qHTS for induction of synthetic lethality in tumor cells producing 2HG: qHTS for the HT-1080-IDH1KD cell line. HT-1080 IDH1 knockdown viability, ATP luminescence, 48 h. Potency, µM (titrated, usually from 46.1 µM), for the others: at the highest dose activity, negative = toxicity, hits mostly cytotoxic. hit rate 2% among 360,000. AID 686971, 2013;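 further: 0% = DMSO wells and -100% = cell-free medium wells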
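Viability of IDH1-knockdown HT-1080 fibrosarcoma cells was assessed by CellTiter-Glo after 48 h at 37 °C with titrated compound; concentration-effect curves were classified by fit quality and response size.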
HT1080NT lethal = qHTS for induction of synthetic lethality in tumor cells producing 2HG: qHTS for the HT-1080-NT fibrosarcoma cell line | HT-1080-NT fibrosarcoma viability, CellTiter-Glo ATP luminescence, 48 h | Potency, µM (series often up to 46.1 µM), inactives show top-dose activity, negative = less viability, hits mostly cytotoxic | hit rate 1.6% among 360,000;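 further: NT is the 2HG producing partner of a matched IDH1 knockdown line; 0% = DMSO-treated cells and -100% = media-only wells without cells; nearly all actives have a fitted effect of over 55% in size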
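HT-1080-NT fibrosarcoma cells (2HG-overproducing), 750 cells/well in RPMI with 5% FBS, dosed after 2 h and incubated 48 h at 37C. CellTiter-Glo luminescence normalized to DMSO and no-cell wells; concentration-response curves fitted and classed.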
GLP-1R agonist = qHTS of GLP-1 Receptor Agonists; Potency, µM (highest dose often 45.6 µM), for the others: at the highest dose activation, actives largely listed as activators; hit rate 0.007% among 380,000; HEK293 GLP-1R CRE-luciferase, luminescence, 4-6 h; cells express a hypersensitive GLP-1R form; Glucagon-like peptide 1 receptor (Homo sapiens), P43220; further: % of control where 0% means no effect
Target sequence (P43220 whole entry, looked up): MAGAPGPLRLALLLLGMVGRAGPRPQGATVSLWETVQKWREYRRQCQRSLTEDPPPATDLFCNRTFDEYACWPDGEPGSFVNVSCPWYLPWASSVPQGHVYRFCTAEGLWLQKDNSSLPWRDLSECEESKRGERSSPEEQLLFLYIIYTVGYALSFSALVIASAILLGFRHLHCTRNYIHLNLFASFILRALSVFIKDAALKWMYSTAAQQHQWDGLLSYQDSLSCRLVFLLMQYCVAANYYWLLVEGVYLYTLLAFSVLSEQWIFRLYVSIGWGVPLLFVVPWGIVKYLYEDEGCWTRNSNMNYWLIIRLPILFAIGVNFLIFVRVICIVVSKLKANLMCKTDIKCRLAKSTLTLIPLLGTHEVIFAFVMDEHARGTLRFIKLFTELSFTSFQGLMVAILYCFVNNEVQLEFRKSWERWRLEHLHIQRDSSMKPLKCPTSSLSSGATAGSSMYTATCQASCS
KB-V1 cytotox = qHTS assay for MDR1-selective chemotherapeutics: Primary screen using the drug-selected MDR subline cells KB-V1 | KB-V1 MDR cells viability, CellTiter-Glo, 72 h | Potency, µM (top dose mostly 46.1 µM), for the others: at the top dose activity change, negative = cytotoxicity, hits mostly cytotoxic | AID 1347076, 2019 | hit rate 3.4% among 400,000; further: on the % scale 0 is the no-effect control and ±100 the full control effect; nearly all actives have a fitted effect of over 60% in size
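Drug-selected KB-V1 cells, grown in DMEM lacking phenol red with 10% FBS, receive compound titrations; after three days at 37 degrees C, surviving cell ATP is quantified by CellTiter-Glo luminescence and responses normalized and curve-fitted.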
HEK293 tox = qHTS of GLP-1 Receptor Inverse Agonists: Cytotox Screen. hit rate 0.13% among 410,000. HEK293 cAMP-luciferase reporter cells, luminescence, 24 h. AID 624418, 2012. Potency, µM (titrated, usually from 38.3 µM), for inactives: at the highest dose activity change, negative = inhibition, hits mostly inhibitors;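 further: loss of luciferase light is scored as toxicity; on the % scale 0 is the no-effect control and ±100 the full control effect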
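Quantitative HTS format, 1536 wells, 200 cells/uL seeded. Compounds: 23 nL, 24 h, 37 °C. Detection: luciferase reagent, luminescence at 12 min RT; decreased signal taken as cytotoxic.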
TDP-43 yeast inh = qHTS of TDP-43 Inhibitors. hit rate 1.8% among 410,000. Potency, µM (highest dose often 46.1 µM), for inactives: at the highest dose growth rescue (activation), actives largely listed as activators. AID 652104, 2013. TDP-43 expressing yeast growth rescue, BacTiter-Glo, 24 h; further: % of control where 0% means no effect; nearly all actives have a fitted effect of over 50% in size
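Yeast cells expressing TDP-43 under galactose induction are exposed to compounds for 24 hr at 30 deg C. BacTiter-Glo luminescence measures growth, so protective compounds score as activators.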
GLP-1R inv ag = qHTS of GLP-1 Receptor Inverse Agonists (Inhibition Mode) | Glucagon-like peptide 1 receptor (Homo sapiens), P43220 | HEK293 GLP-1R CRE-luciferase, luminescence, 24 h; GLP-1R form is constitutively active | Potency, µM (highest dose often 38.3 µM), for the others: top-dose activity change, negative = inhibition, most hits filed as inhibitors | hit rate 1.6% among 410,000; further: on the % scale 0 is the no-effect control and ±100 the full control effect; nearly all actives have a fitted effect of over 55% in size
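HEK293 cells stably co-expressing a cAMP-responsive luciferase reporter and constitutively active GLP-1R were seeded, incubated 12 h, then exposed to compounds for 24 h at 37 C. Luminescence was read 12 min after detection reagent; inverse agonists lower signal.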
KB-3-1 tox = qHTS assay for MDR1-selective chemotherapeutics: Primary screen using the parental adenocarcinoma cell KB-3-1. KB-3-1 viability, CellTiter-Glo ATP luminescence, 72 h. Potency, µM (highest dose often 46.1 µM), inactives show at the top dose activity change, negative = cytotoxic, hits mostly cytotoxic. hit rate 1.4% among 400,000. AID 1347075, 2019; further: on the % scale 0 is the no-effect control and ±100 the full control effect; nearly all actives have a fitted effect of over 60% in size
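Parental KB-3-1 adenocarcinoma cells in phenol-red-free DMEM with 10% FBS were pin-treated with compounds at several concentrations, incubated 72 h at 37 °C, and viability read by CellTiter-Glo luminescence; concentration-effect curves were fitted after normalization.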
SW480 rereplic = A quantitative high throughput screen for small molecules that induce DNA re-replication in SW480 colon adenocarcinoma cells; SW480 DNA re-replication, Hoechst DNA content imaging, 48 h; Potency, µM (top dose mostly 46.1 µM), inactives show top-dose re-replication activation, hits mostly activators; hit rate 1.8% among 340,000; AID 624297, 2012; further: % of control where 0% means no effect; nearly all actives have a fitted effect of over 55% in size
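First, 250 cells per well were seeded. Next, compound or vehicle (23 nL) was pinned in, plates sat 48 hr at 37 C. Finally Hoechst was added for 40 min before fluorescence scanning.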
* = called active by the depositor; ? = inconclusive; . = no result given; [ ] = dose if it differs, or a comment. The call rests on the fitted dose curve; in most records, active means well fitted curve in the direction sought with a large enough effect; inconclusive means small, poorly fitted or top-dose-only effect, or another doubt; inactive means no such curve, though single readings can be large; an effect the other way counts as inactive or inconclusive. Potency means the concentration at half of the fitted maximal effect.

item	mol	GLP-1R agonist	HT1080 IDH1KD tx	SW480 rereplic	GLP-1R inv ag	TDP-43 yeast inh	KB-V1 cytotox	KB-3-1 tox	HT1080NT lethal	HEK293 tox
1	CC(C(=O)Nc1cccnc1)C1Sc2ccccc2NC1=O (stereo not drawn)	3%	-7%	-9%	7%	8%	-1%	-4%	-1%	4%
2	Cc1cccc(S(=O)(=O)NCCNS(=O)(=O)c2cccc(C)c2)c1	2%	9%	-32%	-11%	3%	4%	-5%	26%	-9%
3	CCN(CC)c1ccc(/C=N/NC(=O)c2nnn(-c3nonc3N)c2-c2ccc(C)cc2)cc1	12%	-11%	-6%	?	19%	12%	-6%	-2%	151%[activator]
4	COc1ccc(CCN2C(=O)CCC3=C2CCCC3=O)cc1OC	4%	9%	.	7%	6%	-14%	0%	?	2%
5	O=C(NCCSCc1ccc(Cl)cc1)c1cccs1	14%	0%	0%	?	?	-7%	-9%	3%	-5%
6	CCOc1ccccc1NC(=O)Cn1c(-c2ccc(Cl)cc2)noc1=O	-6%	-5%	?	?	?	-12%	-8%	-4%	-3%
7	CC(C)Oc1ccc(S(=O)(=O)N2CCOCC2)cc1NC(=O)C1CCC1	-5%	-4%	0%	17%	2%	-17%	1%	-9%	8%
8	CCSc1nnc(NC(=O)C2CCCCC2C(=O)O)s1 (stereo not drawn)	-1%	9%	-3%	17%	21%	25%	7%	15%	3%
9	CC(C)(C)C(C(=O)NC1CCCC1)N1CCN(c2ncccc2C#N)CC1 (stereo not drawn)	.	5%	.	-7%	9%	-20%	-3%	0%	-12%
10	Cc1c(NC(=S)NC(=O)c2ccco2)cccc1-c1nc2ncccc2o1	1%	18%	2%	61%[activator]	-3%	-8%	27%	9%	-2%
11	Cc1sc2ncnc(N=Nc3c(O)[nH]c4ccccc34)c2c1C	0%	2%	-5%	8%	11%	?	-3%	8%	-16%
12	CCOc1cc(/C=C2\SC(N3CCCC(C)C3)=NC2=O)ccc1O (stereo not drawn)	21%	-18%	16%	64%[activator]	-4%	?	-24%	-3%	10%
13	CCCCN1C(=O)C(CC(=O)NCc2ccco2)CC(C(=O)N2CCOCC2)=C1C (stereo not drawn)	-2%	9%	.	-5%	23%	-24%	1%	12%	4%
14	CC(C)=CC(=O)Nc1nnc(-c2cccnc2)s1	19%	21%	-2%	13%	-1%	0%	1%	26%	-6%
15	Cc1ccc(NC(=O)Cc2nnc(SCC(=O)Nc3nncs3)n2C)cc1	6%	21%	-2%	6%	-14%	-2%	6%	7%	6%
16	Cc1ccc(C(=O)NC(=S)NCC2CCCO2)cc1[N+](=O)[O-] (stereo not drawn)	20%	0%	1%	-30%	-8%[0.397 µM]	-11%	9%	-3%	?
17	COc1ccc(C(CC(=O)N2CCCC2)c2ccc(F)cc2)cc1 (stereo not drawn)	11%	-5%	2%	?	17%	?	-14%	-13%	-19%
18	Cc1ccc2oc(-c3ccc(Cl)c(NC(=O)c4ccc(OC(C)C)cc4)c3)nc2c1	.	.	.	14%	?	-6%	12%	.	2%
19	Cc1ccc(Cn2cc(CN3CC(N4CCSCC4)CS3(=O)=O)nn2)cc1 (stereo not drawn)	0%	?	.	16%	19%	7%	7%	12%	0%
20	CCC1OC2(C)OC(=N)C1(C#N)C(C#N)(C#N)C2c1ccccc1 (stereo not drawn)	-10%	10%	2%	0%	-8%	0%	20%	13%	151%[activator]
21	COC(=O)COn1c(-n2nc(C)cc2C)nc2ccccc2c1=O	1%	0%	6%	-29%	23%	-14%	?	-12%	-19%
22	CC(C)=CCN1CCN(Cc2cccn2-c2ccccn2)CC1CCO (stereo not drawn)	1%	6%	-6%	8%[7.66 µM]	7%	-23%	-2%	11%	2%[7.66 µM]
23	CN(C(=O)COC(=O)Cc1ccccc1[N+](=O)[O-])C1CCS(=O)(=O)C1 (stereo not drawn)	-7%	11%	0%	-3%	0%	-2%	9%	8%	0%
24	CC(=O)N1CCCc2cc(S(=O)(=O)NCc3cccc(C)c3)ccc21	.	.	.	-5%	21%	-8%	5%	.	1%
25	O=C(NC1CCCCCC1)C(=S)N1CCOCC1	4%	3%	-6%	21%	0%[9.22 µM]	1%	2%	3%	11%
26	COC(=O)c1ccc(CN2C(=O)NC(CC(C)C)C2=O)cc1 (stereo not drawn)	-2%	-3%	-18%	4%	19%	0%	4%	-4%	-24%
27	O=C(NCCS(=O)(=O)NCc1ccccc1)c1ccccc1	0%	-2%	-2%	-19%	-7%	36%	-3%	0%	-6%
28	COc1cc(S(=O)(=O)N2CCCC2)c(C)cc1C	15%	-12%	-6%	?	-1%	9%	3%	-13%	4%
29	C=CC[N+](C)(C)CCCNC(=O)/C=N/O	5%	-7%	-2%	12%	-23%	-5%	10%	-1%	-7%[1.53 µM]
30	COc1ccc(CCC(C)N2CCC(Oc3ccc(C(=O)N4CCCC4)cc3)CC2)cc1 (stereo not drawn)	-1%	-6%	0%	?	0%	.	.	0%	?

Reformatted in transposed form: part of the list above
24	CC(=O)N1CCCc2cc(S(=O)(=O)NCc3cccc(C)c3)ccc21
25	O=C(NC1CCCCCC1)C(=S)N1CCOCC1
26	COC(=O)c1ccc(CN2C(=O)NC(CC(C)C)C2=O)cc1 (stereo not drawn)

Compound,24,25,26
GLP-1R agonist,.,4%,-2%
HT1080 IDH1KD tx,.,3%,-3%
SW480 rereplic,.,-6%,-18%
GLP-1R inv ag,-5%,21%,4%
TDP-43 yeast inh,21%,0%[9.22 µM],19%
KB-V1 cytotox,-8%,1%,0%
KB-3-1 tox,5%,2%,4%
HT1080NT lethal,.,3%,-4%
HEK293 tox,1%,11%,-24%

(further entries)
item	mol	GLP-1R agonist	HT1080 IDH1KD tx	SW480 rereplic	GLP-1R inv ag	TDP-43 yeast inh	KB-V1 cytotox	KB-3-1 tox	HT1080NT lethal	HEK293 tox
31	COc1ccc(-c2coc3c(C(=O)NC(C)C)cccc23)c(C)c1	-7%	?	.	?	?	-6%	0%	?	-4%
32	CCCOc1c(Cl)cc(C(=O)N(Cc2cccc(OC)c2)C2CCS(=O)(=O)C2)cc1Cl (stereo not drawn)	.	.	.	?	?	-16%	0%	.	-6%
33	O=C(Nc1cccc(O)c1)c1noc2c1CCCCC2	-1%	-4%[9.24 µM]	?	0%	10%	3%	2%	?	-4%
34	O=C1Nc2ncccc2OC1CCO (stereo not drawn)	-15%	9%	-9%	11%	7%	19%	2%	12%	-12%
35	Cc1ccc(S(=O)(=O)/N=C(/c2ccccc2)N2CCOCC2)c(C)c1	3%	-3%	11%	16%	-18%	3%	-6%	2%	8%
36	COc1ccc(C(=O)n2c(-c3ccco3)nc3ccccc32)cc1	15%	5.8µM*	18µM*	?	16%	?	?	?	?
37	Cc1cc(C)c2c(N)c(C(=O)c3ccccc3Cl)sc2n1	11%	-9%	-5%[9.22 µM]	16%	21%	-7%	1%	-8%	-4%
38	COc1ccc2oc(=O)c(-c3csc(Nc4ccc(O)cc4)n3)cc2c1	-35%[inhibitor]	?	?	?	2%	?	?	?	15%
39	COc1ccc(S(=O)(=O)NCCc2ccccc2)cc1	11%	-3%	-2%	0%	28%	-19%	-1%	-14%	13%
40	O=S(=O)(c1ccc(F)cc1)N1CCC(n2cnc3ccccc32)CC1	0%	-1%	-3%	?	18%	?	7%	-1%	-3%
41	CCC(Sc1nc(-c2ccc(F)cc2)nc2c1Cc1c(CO)cnc(C)c1O2)C(=O)Nc1ccc(F)cc1 (stereo not drawn)	.	.	.	-5%	22%	3%	1%	.	-4%
42	CCOC(=O)N1CCN(C(=O)c2cc(S(=O)(=O)N3CCc4ccccc43)ccc2OC)CC1	3%	4%	-2%	-3%	17%	-20%	?	-2%	-5%
43	Cc1ccc(S(=O)(=O)N2[C@@H](c3cccc4ccccc34)C(C(=O)O)=C[C@H]2C(C)(C)C)cc1	4%	-8%	-25%[9.22 µM]	?	?	?	-4%	-13%	1%
44	COc1ccc(/C=N/NC(=O)c2cc[n+]([O-])cc2)cc1	0%	-1%	-70%[inhibitor]	9%	2%	17%	11%	-9%	13%
45	Cc1n[nH]c(C)c1SCC(=O)Nc1ccc(F)cc1	-12%	10%	-4%	6%	1%	22%	5%	7%	-19%
46	CCOC(=O)N(C)c1c(CC)nc2c(OCc3ccccc3C(=O)OC)cccn12	-4%	-4%	.	14%	17%	-2%	0%	-10%	8%
47	Cc1ccc(/C=C/C(=O)Nc2cc(S(N)(=O)=O)ccc2O)cc1	1%	9%	-10%	18%	12%[9.22 µM]	2%	13%	13%	-18%
48	CC(C)CNC(=S)N(CCCN(C)C)Cc1cc2cc3c(cc2[nH]c1=O)OCCO3	11%	15%	-4%	9%	4%	0%	-4%	10%	4%
49	CC(C)CN(CCNC(=O)c1cc(-c2ccc(Cl)s2)nc2ccccc12)CC(C)C	0%	.	.	9%	10%	11%	1%	.	2%
50	O=C(O)CCCCCN1C(=O)/C(=C\c2ccncc2)SC1=S	-3%	12%	-3%	-34%	-16%	?	?	8%	-20%

Screening data (PubChem BioAssay)
